# From PubChem
# GLP-1R inv ag: inverse agonists of human GLP-1 receptor | actives 1.6% (n = 410,000) | Potency, µM (top dose mostly 38.3 µM), without a hit: at the top dose activity change, negative = inhibition, actives largely listed as inhibitors | HEK293 GLP-1R CRE-luciferase, luminescence, 24 h; GLP-1R form is constitutively active; further: potency means the concentration at half of the fitted maximal effect; on the % scale 0 is the no-effect control and ±100 the full control effect; nearly all actives have a fitted effect of over 55% in size
#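 Constitutively active GLP-1R drives a cAMP-responsive luciferase in stably transfected HEK293 cells; test compounds are added after overnight (12 h) attachment and left 24 hr, and signal loss in luminescence marks inhibition.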
# aSyn rescue: rescues yeast growth from alpha-synuclein toxicity; AID 652106; actives 0.14% (n = 370,000); Potency, µM (series often up to 46.1 µM), for the others: at the highest dose growth rescue (activation), most hits filed as activators; Yeast expressing alpha-synuclein, growth rescue, BacTiter-Glo, 24 h; further: potency means the concentration at half of the fitted maximal effect; % of control where 0% means no effect; nearly all actives have a fitted effect of over 65% in size
#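 Rescue of yeast growth: cells expressing toxic alpha-synuclein, induced in galactose at OD600 0.02, incubated with compound 24 h at 30 C. ATP luminescence quantified growth; inhibitors of toxicity appear as activators.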
# GLP1R ag: agonists of human GLP-1 receptor; actives 0.007% (n = 380,000); Potency, µM (top dose mostly 45.6 µM), inactives show at the highest dose activation, actives largely listed as activators; HEK293 GLP-1R CRE-luciferase, luminescence, 4-6 h; cells express a hypersensitive GLP-1R form; P43220; further: potency means the concentration at half of the fitted maximal effect; % of control where 0% means no effect
# KB-V1 MDR tox: KB-V1 MDR subline cytotoxicity. KB-V1 MDR cells viability, CellTiter-Glo, 72 h. Potency, µM (top dose mostly 46.1 µM), for the others: at the top dose activity change, negative = cytotoxicity, usual class: cytotoxic. actives 3.4% (n = 400,000); further: potency means the concentration at half of the fitted maximal effect; on the % scale 0 is the no-effect control and ±100 the full control effect; nearly all actives have a fitted effect of over 60% in size
#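 KB-V1 MDR subline cells in DMEM (phenol-red free, 10% FBS) exposed to compounds in qHTS concentration series for 72 h at 37 degrees C. Viability read by CellTiter-Glo luminescence; concentration-effect curves fitted after normalization and correction.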
# PTHR1 agonist: PTHR1 (human) receptor agonism; Q03431; HEK293 GP2 PTHR1 cells, GloSensor cAMP luminescence, 1 h; Potency, µM (series often up to 115 µM), for inactives: top-dose activation, most hits filed as activators; actives 0.075% (n = 410,000); AID 743266; further: potency means the concentration at half of the fitted maximal effect; nearly all actives have a fitted effect of over 55% in size; some results filed as inactive show a strong effect at the top dose; inactives centre near -15; many of its hits are not listed in these tables
# Target sequence (Q03431 whole entry, looked up): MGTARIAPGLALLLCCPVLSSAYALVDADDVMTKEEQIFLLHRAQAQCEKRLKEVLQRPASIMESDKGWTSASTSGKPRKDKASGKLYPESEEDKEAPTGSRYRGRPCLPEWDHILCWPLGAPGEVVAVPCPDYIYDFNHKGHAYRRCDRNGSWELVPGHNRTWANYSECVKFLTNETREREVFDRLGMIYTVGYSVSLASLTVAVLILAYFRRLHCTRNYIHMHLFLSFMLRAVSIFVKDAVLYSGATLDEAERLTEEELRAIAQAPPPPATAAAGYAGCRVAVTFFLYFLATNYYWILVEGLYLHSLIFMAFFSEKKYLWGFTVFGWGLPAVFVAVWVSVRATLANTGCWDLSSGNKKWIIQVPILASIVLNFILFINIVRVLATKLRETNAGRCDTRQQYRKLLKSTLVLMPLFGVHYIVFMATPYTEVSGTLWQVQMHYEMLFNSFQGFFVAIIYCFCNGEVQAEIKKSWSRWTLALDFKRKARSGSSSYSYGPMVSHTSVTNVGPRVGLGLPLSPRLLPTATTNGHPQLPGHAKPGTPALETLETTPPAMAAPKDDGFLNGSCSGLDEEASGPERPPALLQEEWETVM
#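 HEK-293-derived GP2 cells expressing PTHR1 and a GloSensor cAMP reporter, 3,000/well, plated overnight, given luciferin plus IBMX (each 0.5 mM as added) for 1 h at 37 °C, then compound for 1 h at 37 °C. Luminescence was read after 15 min at room temperature.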
# HEK293 tox: cytotoxicity in counter-screen for GLP-1R inverse agonists. HEK293 cAMP-luciferase reporter cells, luminescence, 24 h. Potency, µM (series often up to 38.3 µM), for inactives: at the highest dose activity change, negative = inhibition, actives largely listed as inhibitors. actives 0.13% (n = 410,000). AID 624418;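 further: loss of luciferase light is scored as toxicity; potency means the concentration at half of the fitted maximal effect; on the % scale 0 is the no-effect control and ±100 the full control effect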
#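 Luminescence readout: signal drop marks cytotoxicity. Plated cells grew 12 h at 37 °C, 5% CO2, received 23 nL compound for 24 h, then got luciferase reagent, read after 12 min at RT.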
# TDP-43 yeast inh: inhibitors of TDP-43 toxicity in yeast; TDP-43 expressing yeast growth rescue, BacTiter-Glo, 24 h; Potency, µM (titrated, usually from 46.1 µM), for the others: at the top dose growth rescue (activation), actives largely listed as activators; actives 1.8% (n = 410,000); further: potency means the concentration at half of the fitted maximal effect; % of control where 0% means no effect; nearly all actives have a fitted effect of over 50% in size
#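 Yeast cells expressing TDP-43 under galactose induction are exposed to compounds for 24 hr at 30 deg C. BacTiter-Glo luminescence measures growth, so protective compounds score as activators.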
# D3 antag: antagonists of human D3 dopamine receptor | D3R cells, DiscoveRx beta-arrestin luminescence, antagonist mode; stronger effect = lower value | actives 2.5% (n = 360,000) | max response, negative = inhibition, % | AID 652054 | P35462; in the data active means max response below about -50%; inconclusive means no clear call, values can overlap the other calls; further: on the % scale 0 is the no-effect control and ±100 the full control effect; mostly tested at two doses, the higher about 12 µM
# Target sequence (P35462 whole entry, looked up): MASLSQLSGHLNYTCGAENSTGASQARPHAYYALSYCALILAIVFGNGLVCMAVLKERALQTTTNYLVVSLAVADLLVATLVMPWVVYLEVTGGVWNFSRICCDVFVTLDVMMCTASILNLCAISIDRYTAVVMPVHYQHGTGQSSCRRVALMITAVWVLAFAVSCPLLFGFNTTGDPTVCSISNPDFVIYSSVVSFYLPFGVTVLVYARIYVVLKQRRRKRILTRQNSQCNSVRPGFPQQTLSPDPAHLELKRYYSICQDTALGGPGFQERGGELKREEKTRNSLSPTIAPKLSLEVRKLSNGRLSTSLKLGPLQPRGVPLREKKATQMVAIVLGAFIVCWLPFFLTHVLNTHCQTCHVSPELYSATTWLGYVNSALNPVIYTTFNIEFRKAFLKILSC
#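 Cells plated overnight at 1500 cells/well, then exposed to library compounds with dopamine controls for 90 minutes at 37 degrees C. DiscoveRx reagent added for 30–60 minutes at room temperature; luminescence read, quantitative HTS format.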
# D3 ag: agonists of human D3 dopamine receptor; AID 652048; max activation, %; actives 0.58% (n = 410,000); P35462; D3R DiscoveRx beta-arrestin cells, luminescence, 90 min; in the data active means max activation above about 30%; further: 0% is about no effect; mostly tested at two doses, the higher about 12 µM
#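 Agonist mode: compounds and dopamine controls were applied to plated cells for 90 min at 37 degrees C after an overnight attachment at 1500 cells/well. Luminescent read-out followed 30 - 60 minutes at room temperature with DiscoveRx detection reagent.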
# * marks the source's active call; other numbers are inactive results; i = inactive; ? = inconclusive; · = no result given; & = joins results of further samples; [ ] = remark or other dose. Unless noted, the call rests on the fitted dose curve; in most records, active means well fitted curve in the direction sought with a large enough effect; inconclusive means small, poorly fitted or top-dose-only effect, or another doubt; inactive means no such curve, though single readings can be large; an effect the other way counts as inactive or inconclusive.
# Order of results – GLP-1R inv ag	aSyn rescue	GLP1R ag	KB-V1 MDR tox	PTHR1 agonist	HEK293 tox	TDP-43 yeast inh	D3 antag	D3 ag
CCOC(=O)C1CCN(Cc2ccc(O)c3ncccc23)CC1
 : ?	-9%	-7%	16µM*	-2%[57.5 µM]	-34%	10%	-93*	-19
Cc1ccc(NC(=O)C(C)Sc2nnc(C3CC3)n2C2CC2)cc1S(=O)(=O)N1CCOCC1 (stereo not given)
 : 11%	5%	0%	-6%	-16%	?	2%	24	-4
Cc1ccc(Cl)cc1NC(=O)N1CCN(C)c2ncccc21
 : 10%	·	-1%	?	i	-4%	5%	·	11
COc1ccc(NC(=O)CNC(=O)c2nn(-c3ccc(OC)cc3OC)c(=O)c3ccccc23)c(OC)c1
 : 31%	2%	21%	-8%	-17%	-20%	-6%	-10	0
Cc1sc2nc(SCC(=O)NCCCO)n(-c3ccccc3)c(=O)c2c1C
 : -3%	0%	3%	0%	i	-11%	13%	-4	1
COc1ccc(C2/C=C\CN(S(=O)(=O)c3ccc4ccccc4c3)CC(=O)N2Cc2ccc(F)cc2)cc1 (stereo not given)
 : -20%	4%	12%	?	i	1%	18%	0	0
O=C1NC[C@H](c2ccccc2)OC(=O)[C@@H](Cc2ccc(F)cc2)C/C=C\C[C@H]1CC(=O)N(CCO)Cc1ccccc1
 : -4%	2%	-11%	-10%	-41%[inhibitor]	3%	7%	0	6
CCc1ccccc1NC(=O)C1=CC(c2ccc(OC)c(OC)c2)=NS(=O)(=O)N1C
 : 9%&15%	-7%	0%	0%&-28%	-28%&-83%	4%&5%	14%&15%	6	-4&1
CCCCNC(=O)C1CC(=O)N(CCc2ccccc2)C1 (stereo not given)
 : 10%	-2%	3%	-10%	-1%	1%	13%	1	1
Cc1c(O)c2cccnc2[nH]c1=O
 : 0%	0%	-2%	-16%	-15%	39%[activator]	7%	7	0
CC(=O)Nc1ccccc1-c1nc2ccccc2n(CC(=O)c2ccc(C)c(C)c2)c1=O
 : 15%	·	·	-25%	-6%	-7%	-11%	·	-20
CCc1cc(-c2n[nH]c(C)c2Oc2ccc(C(C)C)cc2)c(O)cc1O
 : ?	9%	-8%	?	i	?	?	0	3
COc1ccccc1CNC(=O)C[C@@H]1C[C@H]2c3cc(NC(=O)c4ccc5c(c4)OCO5)ccc3O[C@H]2[C@@H](CO)O1
 : 13%	-3%	0%	7%	-12%	0%	8%	-9	-2
O=C(CN1CCN(Cc2ccc(Cl)cc2)CC1)N/N=C/c1cccc(F)c1
 : ?	0%	11%	?	i	3%	2%	2	-3
NNC(=O)c1nn(-c2ccc(Cl)cc2)cc1O
 : -4%	-1%	1%	?	-4%	-8%	11%	3	1
CCc1ccc(S(=O)(=O)Nc2cc3c(cc2N2CCCCC2)n(C)c(=O)c(=O)n3C)cc1
 : 10%	-5%	8%	-23%	i	-4%	12%	1	34*
Cc1cccc(NC(=O)CSc2nc3c([nH]c4ccccc43)c(=O)n2-c2cc(C)cc(C)c2)c1
 : -7%	-2%	3%	10%	-20%	0%	22%	·	2
C=CCN(C(=O)CCC(=O)Nc1cc(C)on1)C(C(=O)NC1CCCC1)c1ccc(OC)c(OC)c1 (stereo not given)
 : -15%	-3%	5%	-10%	-61%	-7%	4%	-6	18
CCc1ccccc1NC(=O)NCc1cccnc1
 : 10%	-1%	-1%	2%	i	0%	11%	9	1
CCCCn1c(N)c(N(CC(C)C)C(=O)c2cc(Cl)nc3ccccc23)c(=O)[nH]c1=O
 : 14%	0%	-11%	3%	-1%	-7%	7%	1	4
O=C(Nc1cnn(C23CC4CC(CC(C4)C2)C3)c1)c1cnn2cccnc12
 : 0%	-15%	-5%	-3%	-8%[57.5 µM]	6%	7%	10	2
COC(=O)CCCCCn1c(-c2ccccc2)cn2c3c(=O)n(C)c(=O)n(C)c3nc12
 : 22%	·	0%	5%	-17%	5%	-23%	·	-12
Cc1nc2cc(C(=O)NCCC3=CCCCC3)ccc2n1-c1ccc(Br)cc1
 : ?	·	·	7%	-5%	-15%	?	·	-21
COCCCNC(=O)Cn1c(=O)n(Cc2ccc(C(=O)NCCc3ccc(OC)c(OC)c3)cc2)c(=O)c2ccccc21
 : 14%	-14%	7%	5%	i	17%	-9%	-5	-10
Cc1nn(Cc2ccc(Cl)cc2Cl)c(C)c1NC(=O)c1ccc(COc2cc(Cl)ccc2Cl)o1
 : ?	11%	2%	-25%	-23%	-12%	-4%	1	0
C[C@@H]1CCCCO[C@@H](CN(C)CC2CC2)[C@@H](C)CN([C@H](C)CO)C(=O)c2cc(N(C)C)ccc2O1
 : -1%	-3%	-6%	5%	-30%	2%	0%	16	10
O=C(CCS(=O)(=O)c1cccc2nonc12)Nc1cccc2c1CCCC2
 : 1%	-1%	0%	11%	-7%	-11%	-1%	-21	1
CNC(=O)c1sc(NCc2ccccc2OC)nc1C
 : 31%[activator]	-6%	8%	-23%	-14%	-4%	-4%	-9	-2
CC(C)Oc1ccc(CNC(=O)Cn2ncn3nc(-c4cccs4)cc3c2=O)cc1
 : 8%	·	·	0%	-17%	2%	19%	·	7
CCOC(=O)Cn1nc2sc3ccccc3n2c(=O)c1=O
 : 18%	-2%	4%	2%	-19%	?	-30%	-26	7
Cc1cccc(C2NC(=O)c3ccccc3N2)c1 (stereo not given)
 : -17%	3%	1%	?	-4%	-24%	?	-29	6
Cc1ccc(C)c(CSc2cn(CC(=O)N3CCCCCC3)c3ccccc23)c1
 : 1%	·	·	·	-18%	13%	22%	·	-7
C[C@]12C=CC(=O)C=C1CC[C@@H]1[C@@H]2[C@@H](O)C[C@@]2(C)[C@H]1CC[C@]2(O)C(=O)COC(=O)CCC(=O)NCCc1ccc(O)cc1
 : -30%	1%	3%	-13%	-6%	-1%	-2%	14	0
CCN1C=CC2=C(C#N)C(N)C(C#N)(C#N)C(c3ccccc3C(F)(F)F)C2C1 (stereo not given)
 : -26%	-6%	-1%	?	-4%[57.5 µM]	1%	-5%	22	-1
Cc1cc(=O)n2c(sc3ccccc32)c1C#N
 : 18%	-3%	5%	-7%	?	0%	-31%[inhibitor]	-11	-6
Cn1ccnc1SCC(=O)Nc1cccc(C(F)(F)F)c1
 : 38%[activator]	-3%	0%	3%	-6%[57.5 µM]	2%	-12%	-10	-13
C=CC[C@H](CC(=O)N(CCO)Cc1ccccc1)C(=O)N[C@H](COC(=O)[C@H](CC=C)CC(=O)OC(C)(C)C)Cc1c[nH]c2ccccc12
 : ?	-2%	-3%	0%	i	?	?	15	10
CC(=O)Nc1c2c(nn1-c1cccc(Cl)c1)CS(=O)(=O)C2
 : 15%	4%	2%	4%	i	-13%	6%	8	-1
CC(NC(=O)CSc1nc2ccccc2n1CCC#N)c1ccc(F)cc1 (stereo not given)
 : -1%	2%	-4%	2%	i	1%	2%	14	-1
O=C1Nc2ccccc2C(=O)N2c3ccccc3NC(=O)C12 (stereo not given)
 : 21%	2%	-2%	2%	-20%	4%	23%	59	2
COc1ccc(CCNC(=S)N(C)C)cc1OC
 : 9%	-5%	19%	0%	20%	1%	-16%[1.82 µM]	-3	2
Cc1ccc(C(=O)/C=C/c2ccc3ncccc3c2)cc1
 : ?	-4%	8%	-9%	-47%[inhibitor]	-2%	13µM*	-10	-4
O=c1cc(CN2CCCCC2)nc(C2CC2)[nH]1
 : 3%	0%	3%	0%	-46%	4%	-16%	12	-14
COC(=O)c1cc(-c2ccc(Cl)cc2)n[nH]1
 : 10%	-11%	-3%	15%	-11%	-8%	-4%	13	-12
CCn1c(C(=O)NCc2cccc(Br)c2)cc2oc3ccccc3c21
 : ?	·	·	·	-29%	1%	-7%	·	-10
COCC(=O)Nc1sc2c(c1C(=O)OC)CCC(C)C2 (stereo not given)
 : 11%	3%	?	3%	-32%[inhibitor]	-7%	?	16	1

# An excerpt from above in order of count of non-hydrogen atoms, descending:
# Order of results – GLP-1R inv ag	aSyn rescue	GLP1R ag	KB-V1 MDR tox	PTHR1 agonist	HEK293 tox	TDP-43 yeast inh	D3 antag	D3 ag
CC(NC(=O)CSc1nc2ccccc2n1CCC#N)c1ccc(F)cc1 (stereo not given)
 : -1%	2%	-4%	2%	i	1%	2%	14	-1
CCn1c(C(=O)NCc2cccc(Br)c2)cc2oc3ccccc3c21
 : ?	·	·	·	-29%	1%	-7%	·	-10
CC(=O)Nc1c2c(nn1-c1cccc(Cl)c1)CS(=O)(=O)C2
 : 15%	4%	2%	4%	i	-13%	6%	8	-1
COCC(=O)Nc1sc2c(c1C(=O)OC)CCC(C)C2 (stereo not given)
 : 11%	3%	?	3%	-32%[inhibitor]	-7%	?	16	1
COc1ccc(CCNC(=S)N(C)C)cc1OC
 : 9%	-5%	19%	0%	20%	1%	-16%[1.82 µM]	-3	2
COC(=O)c1cc(-c2ccc(Cl)cc2)n[nH]1
 : 10%	-11%	-3%	15%	-11%	-8%	-4%	13	-12

# These rows are one share of the data; the hit share may differ from the screen's.
